Screening data deposited in PubChem BioAssay by several laboratories.
Anthrax LF prot: Bacillus anthracis LF protease inhibitors, primary screen, biochemical, multiplex microsphere, MLPCN library; Lethal factor (Bacillus anthracis), P15917; multiplex microsphere protease cleavage assay; inhibition, % at 10 µM; 360,000 compounds, 0.12% hits; note: plate controls were buffer without enzyme for full effect and enzyme alone for no effect
MazF activator: activators of E. coli MazEF toxin-antitoxin RNase, primary screen, biochemical, fluorescence, uHTS. activation, % at 20 µM. Endoribonuclease toxin MazF (Escherichia coli (strain K12)), P0AE70. 350,000 compounds, 0.32% hits. FAM/BHQ RNA-DNA oligo cleavage fluorescence, 5 h; in the data active = activation above about 50%
Target sequence (P0AE70 whole entry, looked up): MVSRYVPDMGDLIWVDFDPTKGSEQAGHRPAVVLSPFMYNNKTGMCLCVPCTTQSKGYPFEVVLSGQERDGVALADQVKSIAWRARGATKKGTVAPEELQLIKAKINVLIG
BoNT F protease: BoNT/F light chain protease inhibitors, primary screen, biochemical, flow cytometry, MLPCN library. Botulinum neurotoxin type F light chain protease (Clostridium botulinum). Multiplex microsphere protease cleavage assay. inhibition, % at 10 µM. 360,000 compounds, 0.22% hits. AID 588497, 2011; in the data active = inhibition above about 35%, passing the limit was not always enough; inconclusive = no clear call, values can overlap the other calls; note: plate controls were buffer without enzyme for full effect and enzyme alone for no effect
BoNT A protease: BoNT/A light chain protease inhibitors, primary screen, biochemical, flow cytometry, MLPCN library; Botulinum neurotoxin type A light chain protease (Clostridium botulinum A str. ATCC 3502); 360,000 compounds, 0.17% hits; inhibition, % at 10 µM; AID 588499, 2011; multiplex microsphere protease substrate cleavage; note: plate controls were buffer without enzyme for full effect and enzyme alone for no effect
SSB-PriA inh: inhibitors of Klebsiella pneumoniae PriA binding to SSB C-terminal tail, primary screen, biochemical, AlphaScreen | PriA–SSB C-terminal tail interaction (Klebsiella pneumoniae) | AlphaScreen SSBct-PriA binding, biotinylated peptide | inhibition, % at 33 µM | 430,000 compounds, 0.6% hits | AID 1272365, 2023; in the data active = inhibition mostly above about 37%, no sharp cut-off; inactive = mostly below about 20%;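 note: plate controls were negative control peptide for no effect and reference peptide for full effect; strong numbers were not always called active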
PrPC surface inh: inhibitors of human cell surface prion protein PrPC, primary screen, cell-based, TR-FRET. Major prion protein (Homo sapiens), P04156. TR-FRET read-out. inhibition, % at 13.8 µM. 370,000 compounds, 0.43% hits. AID 720596, 2013; in the data active = inhibition above about 24%; note: 0% = median of the test wells and 100% = reference compound wells
3CLpro inhibitor: SARS-CoV 3CLpro protease inhibitors, primary screen, biochemical, quenched FRET; Replicase polyprotein 1ab (Severe acute respiratory syndrome coronavirus), P0C6X7; recombinant SARS-CoV 3CLpro, quenched FRET peptide cleavage; inhibition, % at 6 µM; 290,000 compounds, 0.14% hits; AID 1706, 2009; in the data active = inhibition above about 12%
VHR inh abs: VHR1 phosphatase inhibitors, primary screen, biochemical, absorbance, uHTS; recombinant VHR phosphatase, pNPP absorbance; inhibition, % at 13.3 µM; 290,000 compounds, 0.52% hits; in the data active = inhibition above about 50%; note: some compounds called inactive have numbers as strong as hits
Target sequence (P51452 whole entry, looked up): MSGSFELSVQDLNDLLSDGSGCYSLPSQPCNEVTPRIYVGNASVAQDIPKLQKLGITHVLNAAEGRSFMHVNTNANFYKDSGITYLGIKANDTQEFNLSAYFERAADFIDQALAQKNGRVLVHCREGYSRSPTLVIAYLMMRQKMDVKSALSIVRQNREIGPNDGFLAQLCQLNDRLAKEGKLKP
Rv3671c protease: Rv3671c serine protease inhibitors, primary screen, biochemical, fluorescence polarization, M. tuberculosis H37Rv | P9WHR9 | inhibition, % at 5.96 µM | 320,000 compounds, 0.048% hits | AID 2606, 2010; in the data active = inhibition above about 38%;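 note: extracellular domain of Rv3671c used as enzyme; 0% = enzyme with DMSO and 100% = no enzyme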
Target sequence (P9WHR9 whole entry, looked up, the tested form may be a part): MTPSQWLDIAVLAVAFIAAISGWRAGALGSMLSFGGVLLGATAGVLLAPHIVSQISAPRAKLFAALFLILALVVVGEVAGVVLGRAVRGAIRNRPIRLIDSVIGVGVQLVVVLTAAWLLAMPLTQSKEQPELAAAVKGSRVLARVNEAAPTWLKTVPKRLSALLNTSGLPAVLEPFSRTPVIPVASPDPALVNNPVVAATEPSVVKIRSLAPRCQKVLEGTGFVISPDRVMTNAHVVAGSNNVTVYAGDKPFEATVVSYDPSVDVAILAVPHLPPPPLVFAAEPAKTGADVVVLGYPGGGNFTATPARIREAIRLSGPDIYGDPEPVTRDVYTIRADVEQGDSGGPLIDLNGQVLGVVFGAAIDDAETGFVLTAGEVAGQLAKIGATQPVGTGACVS
CCHFV vOTU inh: CCHFV vOTU protease inhibitors, primary screen, biochemical, Pep-AMC substrate, fluorescence; inhibition, % at 11.5 µM; Crimean-Congo hemorrhagic fever virus L polyprotein viral ovarian tumor (vOTU) protease …; 370,000 compounds, 0.55% hits; AID 651958, 2012; in the data active = inhibition above about 30%; note: 0% = vehicle wells with enzyme and 100% = no enzyme wells
The depositor's hits bear a star; ? = inconclusive; / = not tested or not shown. Cut-off read from the data, not from the text of the source, unless noted: active = inhibition above about 30%; inconclusive = no clear call, values can overlap the other calls; inactive = below that. An excerpt; the hit share may differ from the screen's.

Every second line gives: Anthrax LF prot	MazF activator	BoNT F protease	BoNT A protease	SSB-PriA inh	PrPC surface inh	3CLpro inhibitor	VHR inh abs	Rv3671c protease	CCHFV vOTU inh
- C/C(=N\N=C1\NC(=O)CC(C(=O)O)S1)c1cccs1 (configuration not stated)
 : -1	12	-11	-2.1	/	0	2	19	6	15
- Cc1ccc(CNC(=O)Cn2cc(C(F)(F)F)ccc2=O)cc1
 : -3	11	-4	-1.3	1	4	-1	4	3	-1
- Cc1ccc(-c2ccc3c(c2)O[C@H](CN(C)C(=O)CC2CC2)[C@H](C)CN([C@@H](C)CO)S3(=O)=O)cc1
 : 5	-15	0	-0.1	/	-2	/	/	/	-5
- O=c1[nH]c(C2C3CC4CC(C3)CC2C4)nc2ccccc12 (configuration not stated)
 : 1	5	-3	-0.1	-8	-3	-3	10	-7	-12
- COc1ccc(C(C)=O)cc1Cn1c(C)c(C(=O)NCc2ccc3c(c2)OCO3)sc1=O
 : -11	/	-8	-0.7	/	-2	/	/	/	-8
- O=C(CCN1C(=O)C2CCCCC2C1=O)Nc1cc(F)ccc1F (configuration not stated)
 : -4	1	4	0.1	-8	2	5	2	4	-4
- N#C/C(=C\c1ccc(OCC(N)=O)cc1)C(=O)NC1CC1
 : 10	4	18	11	-15	-4	0	14	3	-5
- CCOC(=O)Cn1c(=O)c2c(nc3n2CC(C)CN3Cc2ccccc2)n(C)c1=O (configuration not stated)
 : -2	8	5	0.3	1	6	1	21	-1	9
- Cc1nnc(C)c2c(C)n(-c3ccccc3N)c(C)c12
 : -9	25	-21	0.9	6	-6	1	21	-13	0
- NS(=O)(=O)c1ccc(Nc2nc(-c3ccc(O)cc3O)cs2)cc1
 : -1	41	-17	-1.7	6	0	-6	4	-3	-10
- O=C(CSc1nnc(CNc2ccc(F)cc2)n1Cc1ccco1)NC1CC1
 : 0	1	-11	-0.4	7	2	1	-4	0	6
- Cc1cccc(C(=O)N2[C@@H](C(C)C)COc3cc(Br)ccc3S2(=O)=O)c1
 : -4	-5	-5	-0.4	-4	7	/	/	/	4
- COc1ccc(CNC(=O)CN(Cc2ccc(OC)cc2)C(=O)CCC(=O)Nc2nccs2)cc1
 : 0	2	3	0.8	-16	3	-6	18	-6	8
- CCOC(=O)C1=C(N)N2C(=O)C(C)SC2=C(C(=O)OCC)C1c1ccc(O)cc1 (configuration not stated)
 : 7	0	-1	-1.0	-3	0	3	21	2	-5
- O=C(NCC(=O)N1CCN(c2cccc(Cl)c2)CC1)c1ccc(Br)o1
 : -4	5	-2	-2.0	-2	4	/	/	11	-2
- CCOC(=O)c1nc(C)n(-c2cc(Cl)cc(Cl)c2)n1
 : -10	-2	6	6.4	1	1	3	18	0	-4
- O=C(Nc1ccc(-c2cscn2)cc1)C1CCCN(Cc2ccc(CO)o2)C1 (configuration not stated)
 : -4	6	7	2.5	-6	-4	-1	15	/	-5
- CCc1c(C(=O)Nc2cc(C)ccc2OC)[nH]c(C)c1C(C)=O
 : -4	-5	-9	0.2	4	6	-9	-2	-7	2
- O=C(Cc1ccccc1)N/N=C/c1cc(Br)cs1
 : -6	2	?	5.8	/	-4	6	9	-10	-4
- COc1ccc(NC(=O)NC2CCCc3ccccc32)cc1 (configuration not stated)
 : 1	-8	6	0.6	-16	-4	1	23	/	6
- CCOc1ccc(N2C(=O)c3cccnc3C2Nc2ccc(F)cc2)cc1 (configuration not stated)
 : -4	-4	-10	-0.2	0	1	1	8	-3	5
- O=C(NCCN1C(=O)S/C(=C\c2ccc(Cl)cc2)C1=O)C1=COCCO1
 : -5	-22	0	-0.7	-9	-1	/	/	-1	-1
- COc1cc(NC(=O)c2cc3c(C)nc4ccccc4c3o2)cc(OC)c1OC
 : -2	8	5	0.4	6	1	-4	38	-1	-4
- C[C@@H]1CN([C@H](C)CO)C(=O)CCCn2nncc2CO[C@H]1CN(C)C(=O)Nc1ccc(N2CCCCC2)cc1
 : 0	-3	3	-0.2	/	3	/	/	/	3
- O=C(O)c1cccc(NC(=S)N/N=C/c2cccc(O)c2)c1
 : -2	11	-3	-0.1	/	-2	-1	-5	0	1
- CCCCNC(=S)N1CCN(C)CC1
 : -2	16	-4	-1.6	-15	8	6	-3	5	9
- CCOC(=O)CC1=C(C#N)C(c2cccnc2)C(C(=O)OCC)=C(N)O1 (configuration not stated)
 : -2	-7	4	-0.5	-8	-3	-1	7	0	4
- COc1ccc(CCC(=O)Nc2cc3c4c(c2)CCC(=O)N4CCC3)cc1
 : -9	2	9	5.1	6	8	/	/	9	-16
- CC(=O)NS(=O)(=O)c1ccc(NC(=O)c2ccc(-n3nc(C)cc3C)cc2)cc1
 : 1	-13	2	0.1	-7	3	-2	0	-4	11
- CCOC(=O)N1CCN(C(=O)Nc2ccccc2Cl)CC1
 : -4	-1	-3	-0.1	-8	6	0	-23	-5	-6

Next section, starting with the last two of the part before.
Every second line gives: Anthrax LF prot	MazF activator	BoNT F protease	BoNT A protease	SSB-PriA inh	PrPC surface inh	3CLpro inhibitor	VHR inh abs	Rv3671c protease	CCHFV vOTU inh
- CC(=O)NS(=O)(=O)c1ccc(NC(=O)c2ccc(-n3nc(C)cc3C)cc2)cc1
 : 1	-13	2	0.1	-7	3	-2	0	-4	11
- CCOC(=O)N1CCN(C(=O)Nc2ccccc2Cl)CC1
 : -4	-1	-3	-0.1	-8	6	0	-23	-5	-6
- CCc1nnc(N/N=C/c2cc(C)c(C)cc2C)n1N
 : -12	6	?	-9.0	/	-15	-3	-3	/	74*
- COC(=O)c1ccc(CSc2nc3cc(Cl)ccc3o2)cc1
 : -2	-55	2	2.4	2	-2	4	28	-7	-10
- Cn1c(=O)c2c(nc(NCC3CCCC(CN)C3)n2Cc2ccc(Cl)cc2Cl)n(C)c1=O (configuration not stated)
 : -22	6	-38	-2.4	6	-7	-3	10	6	5
- Cc1cc(NC(=O)Cn2ccc([N+](=O)[O-])n2)no1
 : -2	3	-2	0.1	-8	-5	0	17	1	-12
- NS(=O)(=O)c1ccc(CNC(=O)c2cc(=O)[nH]c3ccccc23)cc1
 : -8	10	-12	-1.9	4	1	0	-25	3	0
- Cc1ccc(-n2c(SCC(=O)NCCN3C(=O)CSC3=O)nnc2-c2ccccc2)cc1C
 : 0	-4	4	0.5	-3	9	-4	19	1	14
- Cc1ccc(/C=C/C(=O)N2CCC(Cc3ccccc3)CC2)cc1
 : 1	-1	-33	-1.7	6	2	1	1	-19	5
- CCc1ccc(CN(C(=O)c2cc3ccccc3oc2=O)C2CCS(=O)(=O)C2)cc1 (configuration not stated)
 : 0	9	-3	2.1	-15	-4	1	10	0	0
- Cc1cc(C)c(C(=O)NC2CCCc3c2cnn3-c2cccc(C)c2C)o1 (configuration not stated)
 : -2	1	-6	-1.7	4	-3	-2	30	3	4
- CC1CCCN(CCCNC(=O)c2ccc3c(c2)N(Cc2ccc(F)cc2)C(=O)c2ccccc2S3=O)C1 (configuration not stated)
 : -2	10	-2	-0.2	-5	-6	0	10	-3	4
- COc1ccc(C(=O)NC(=S)NNC(=O)c2cccnc2)cc1
 : -2	4	7	-0.8	-7	-9	3	16	12	8
- O=C(O)c1ccccc1C(=O)Nc1cccc([N+](=O)[O-])c1
 : -7	2	?	-11	12	-9	-4	22	1	-10
- COc1ccc(OC)c(-c2cc(-c3cccnc3)nc(N)c2C#N)c1
 : /	-10	/	/	-3	-3	2	8	-8	-4
- CCCNC(=O)N1CCC(C(=O)c2cccc(F)c2)CC1
 : 2	4	16	-0.2	-10	7	0	3	0	8
- CC(=O)Nc1ccc(NC(=O)CCc2ccc(C)o2)cc1
 : 0	-1	-8	-0.5	-6	4	-5	-1	0	-13
- c1ccc(CSc2ccc(-c3ccc4c(c3)OCO4)nn2)cc1
 : -9	-4	-39	-5.0	-2	0	-4	-9	-5	21
- CCCN(CCC)CCNC(=O)CS(=O)Cc1nc(-c2ccc(C)cc2)oc1C (configuration not stated)
 : 1	-1	11	1.1	-19	-3	0	21	6	0
- CC(=O)c1cccc(Nc2nc(N3CCOCC3)nc(N3CCOCC3)n2)c1
 : 0	8	0	-1.3	-10	-14	3	-16	-2	26
- Cc1cc(N2CCN(c3cccc(C)c3C)CC2)nc(-c2ccccc2)n1
 : -3	1	15	1.1	-10	7	0	53*	0	8
- O=C(N/N=C/c1ccc(Cl)cc1Cl)c1ccc(-n2cnnn2)cc1
 : 1	-32	-5	1.1	/	4	/	/	-2	9
- COc1ccc(C2=Nc3ccccc3NC(=O)C2N(CCc2cc(OC)cc(OC)c2)C(C)=O)cc1 (configuration not stated)
 : 1	/	2	0.1	/	-3	/	/	/	10
- Cc1nc(Br)c(Br)n1Cc1ccccc1
 : 1	0	1	-0.3	/	5	/	/	/	10
- CN(C)Cc1ccc(O)c(CCc2ccccc2)n1
 : -3	1	2	0.8	-18	-11	-6	18	-2	3
- COc1ccc(-n2c(SCC(=O)N(C)C3CCS(=O)(=O)C3)nc3ccc(O)cc3c2=O)cc1OC (configuration not stated)
 : 0	10	2	0.7	-15	-6	/	/	-1	-3
- O=C(/C=C/c1ccc(Cl)cc1Cl)n1cccn1
 : -5	-9	-12	-0.2	-17	-1	4	-2	22	14
- CCOC(=O)CSc1c(-c2ccc(Cl)cc2)[nH]c2ccccc12
 : 0	3	-3	1.1	21	0	7	-7	2	5
- Cc1cc(NC(=O)CSc2nnc3ccc(-c4ccccc4)nn23)no1
 : -2	4	-1	-0.6	/	-8	/	/	/	0
- CC12CCC(=O)N1C(C(=O)Nc1nccs1)CS2 (configuration not stated)
 : -2	2	12	4.3	4	3	/	/	/	1
- CCOCCCn1c(SCC(=O)N(C)C2CCS(=O)(=O)C2)nc2ccccc2c1=O (configuration not stated)
 : 1	-4	-2	-1.7	0	-14	/	/	2	18
- CC[C@@H](C)[C@@H]1CN([C@@H](C)CN2CCC[C@H]2CN2C(N)=NC[C@@H]2Cc2ccccc2)C(=N)N1CCc1ccc(Cl)c(Cl)c1
 : -11	5	-45	-0.5	-3	/	/	/	6	/
- S=C(NC1CC1)N1CCN(C(=S)NC2CC2)CC1
 : -2	3	6	-2.0	-12	-4	-3	30	4	7
- COc1ccc(NC(=O)c2c(C)nn(Cc3ccccc3)c2Cl)cc1S(=O)(=O)N1CCOCC1
 : -3	-28	-5	-1.3	-12	7	-5	24	0	-1
- Cc1ccc(SCC(=O)N2CCN(S(=O)(=O)c3cccs3)CC2)cc1
 : -1	-4	3	0.8	-1	10	/	/	-3	-6
- COC(=O)c1ccccc1NC(=O)C1CC(=O)N(c2ccc(OC)cc2)C1 (configuration not stated)
 : -2	2	-2	-0.5	-3	6	0	8	3	-13
- CCOCC(=O)N1CCc2ccccc21
 : 4	-1	8	1.2	-1	-3	1	7	-3	3
- CCCC(=O)C1=C(O)C(C(=O)OC)C(C)(C)CC1=Nc1ccc(C)cc1 (configuration not stated)
 : -3	0	-10	0.2	3	-6	5	7	2	16
- C=CCN=C(NC#N)SC
 : -10	5	-6	-1.6	-6	-3	-3	49	-3	-8
- COc1cccc(CNc2nc3cc(-c4cccc(C(=O)NCCO)c4)sc3c(=O)n2C)c1
 : -6	/	-3	0.2	/	1	/	/	/	-9
